Screening results: PubChem BioAssay, National Center for Advancing Translational Sciences (NCATS)
LmPK inhibitor – LmPK (Leishmania mexicana) enzyme inhibition; purified LmPK, Kinase-Glo ATP luminescence, 1 h; actives 0.37% (n = 290,000); Potency, µM (titrated, usually from 57.5 µM), without a hit: top-dose activity change, negative = inhibition, hits mostly inhibitors; Q27686; also: potency is read from the fitted curve at half-maximal effect
Target sequence (Q27686 whole entry, looked up): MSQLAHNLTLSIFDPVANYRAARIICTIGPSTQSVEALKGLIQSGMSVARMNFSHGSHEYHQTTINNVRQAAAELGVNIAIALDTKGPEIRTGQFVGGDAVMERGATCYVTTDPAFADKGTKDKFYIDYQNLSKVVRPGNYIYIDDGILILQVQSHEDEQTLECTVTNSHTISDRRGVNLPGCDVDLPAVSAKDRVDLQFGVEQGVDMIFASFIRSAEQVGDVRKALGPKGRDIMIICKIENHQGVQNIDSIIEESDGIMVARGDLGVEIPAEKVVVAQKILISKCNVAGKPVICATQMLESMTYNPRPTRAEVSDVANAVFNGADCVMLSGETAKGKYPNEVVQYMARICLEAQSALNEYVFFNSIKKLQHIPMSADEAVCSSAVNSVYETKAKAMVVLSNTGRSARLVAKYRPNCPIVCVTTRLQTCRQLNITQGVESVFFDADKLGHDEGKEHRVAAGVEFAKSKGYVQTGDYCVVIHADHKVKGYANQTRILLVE
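Pyruvate kinase activity monitored as ATP production (luciferase luminescence). Conditions: 0.1 nM enzyme, 0.5 mM PEP, 0.1 mM ADP, 1 h, RT; normalized against uninhibited and no-enzyme wells.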
AmpC detergent – blocks E. coli AmpC beta-lactamase in detergent assay | P00811 | AmpC hydrolysis of nitrocefin, absorbance 480 nm, 0.01% Triton | Potency, µM (top dose mostly 114 µM), inactives show at the highest dose activity change, negative = inhibition, usual class: inhibitors | actives 0.041% (n = 370,000) | AID 485294;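 also: potency is read from the fitted curve at half-maximal effect; 0% = no-compound wells and -100% = no-enzyme wells; nearly all actives have a fitted effect of over 25% in size; some results filed as inactive show a strong effect at the top dose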
Target sequence (P00811 whole entry, looked up): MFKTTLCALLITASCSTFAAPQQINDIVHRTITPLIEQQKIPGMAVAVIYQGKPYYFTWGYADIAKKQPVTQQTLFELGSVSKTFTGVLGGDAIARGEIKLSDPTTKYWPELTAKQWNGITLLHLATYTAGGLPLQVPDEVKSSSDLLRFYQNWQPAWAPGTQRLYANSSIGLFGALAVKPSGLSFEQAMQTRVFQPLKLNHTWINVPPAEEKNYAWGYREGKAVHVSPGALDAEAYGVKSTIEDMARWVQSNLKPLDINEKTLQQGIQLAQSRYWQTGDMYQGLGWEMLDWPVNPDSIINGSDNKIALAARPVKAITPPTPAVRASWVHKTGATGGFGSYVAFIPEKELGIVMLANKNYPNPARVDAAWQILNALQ
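20 mM phosphate pH 7.0 + 0.01% (detergent screen) or 0.0001% Triton X-100; 5.3 nM AmpC reagent; cpd preinc 15 min RT; nitrocefin (800 uM stock) to start; A480 q20 s × 4 min; Activity was normalised to no-enzyme and no-compound control wells.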
HCMV antiviral – inhibitors of human cytomegalovirus | HFF cells, HCMV-luciferase reporter, 72 h; active compounds read low | activity change, negative = inhibition, % at 57.5 µM | actives 4.5% (n = 410,000) | AID 1259415; in the data active = activity change below about -60%; inconclusive = no clear call, values can overlap the other calls; inactive = above about -39%
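Two-dose cell screen: HFF monolayers treated with compounds and infected with luciferase-expressing HCMV at 1 PFU/cell, 72 h at 37C, then lysed for luciferase measurement.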
AmpC no deterg – inhibitors of E. coli AmpC beta-lactamase without detergent. AmpC nitrocefin hydrolysis, absorbance 480 nm, 0.0001% Triton. AID 485341. actives 0.52% (n = 330,000). P00811. Potency, µM (highest dose often 57.1 µM), inactives show at the top dose activity change, negative = inhibition, usual class: inhibitors;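 also: potency is read from the fitted curve at half-maximal effect; plate controls were no compound for no effect and no enzyme for full effect; nearly all actives have a fitted effect of over 20% in size; some results filed as inactive show a strong effect at the top dose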
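20 mM phosphate pH 7.0 + 0.01% (detergent screen) or 0.0001% Triton X-100; 5.3 nM AmpC reagent; cpd preinc 15 min RT; nitrocefin (800 uM stock) to start; A480 q20 s × 4 min; Activity was normalised to no-enzyme and no-compound control wells.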
Sm TGR block – inhibitors of Schistosoma mansoni thioredoxin glutathione reductase; Q962Y6; actives 3% (n = 360,000); purified TGR, DTNB reduction, TNB absorbance 405 nm; Potency, µM (highest dose often 114 µM), inactives show top-dose activity change, negative = inhibition, hits mostly inhibitors; also: potency is read from the fitted curve at half-maximal effect; nearly all actives have a fitted effect of over 60% in size
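First, TGR (20 nM dispensed) and NADPH were mixed with compound. Second, a 15 min room-temperature incubation followed. Third, further NADPH and then DTNB were added to start the reaction. Finally, TNB absorbance was monitored kinetically.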
AMA1-RON2 inh – disrupts binding of P. falciparum AMA1 to RON2 | AlphaScreen AMA1-biotinylated RON2 peptide binding | Potency, µM (doses to about 58.2 µM), without a hit: at the top dose activity change, negative = inhibition, most hits filed as inhibitors | actives 0.2% (n = 360,000) | AID 720542;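 also: potency is read from the fitted curve at half-maximal effect; 0% = vehicle wells and -100% = peptide control; nearly all actives have a fitted effect of over 45% in size; some results filed as inactive show a strong effect at the top dose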
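AMA1 (3D7) with his tag at 25 nM final met compounds first, then biotinylated RON2 peptide at 25 nM; detection used donor plus acceptor beads, 10 µg/mL apiece, read by AlphaScreen after 30 min at room temperature.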
TbPYK inhibitor – T. brucei pyruvate kinase inhibition | Q57TT1 | TbPYK enzyme, Kinase-Glo Plus ATP luminescence, 45 min | Potency, µM (titrated, usually from 76.8 µM), inactives show top-dose activity, negative = inhibition, hits mostly inhibitors | actives 0.12% (n = 410,000) | AID 624173; also: potency is read from the fitted curve at half-maximal effect; nearly all actives have a fitted effect of over 50% in size
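Activity of T. brucei pyruvate kinase was followed by Kinase-Glo Plus luminescence after the enzyme reacted 45 min at room temperature with 130 uM ADP (final) and substrate. Test compounds were added before ADP at multiple concentrations.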
Active calls of the source: *; ? = inconclusive; . = no result given; [ ] = another dose, or the depositor's remark. Unless noted, calls follow the shape of the dose curve; as a rule, active = well fitted curve in the direction sought with a large enough effect; inconclusive = small, poorly fitted or top-dose-only effect, or another doubt; inactive = no such curve, though single readings can be large; an effect the other way counts as inactive or inconclusive. Unless noted, % is scaled to controls: 0 for no effect and ±100 for the full control effect.

SMILES	LmPK inhibitor	AmpC detergent	HCMV antiviral	AmpC no deterg	Sm TGR block	AMA1-RON2 inh	TbPYK inhibitor
CC(C)(C)C1CCSC2=NCCC[C@]2(c2ccccc2)C1 (stereo partly specified)	.	.	-29	.	.	3%	-1%
O=C1NN=C2CCCCCC12 (stereo unspecified)	.	.	-16	.	.	6%	6%
O=C(Nc1ccc(C(=O)N2CCOCC2)cc1)Nc1cccc(Cl)c1	-18%	?	19	-28%	-6%	-5%	2%
CC(NC(=O)Cc1ccccc1)c1ccccc1 (stereo unspecified)	0%	-4%	5	-9%	0%	-12%	5%
CCCCOC(=O)Nc1cc(OC)c(Cl)cc1OC	8%	-5%	26	-1%	9%	6%	0%
O=C(NCC(c1ccc2c(c1)OCO2)N1CCN(c2ccccc2)CC1)c1ccccc1F (stereo unspecified)	.	7%	53	.	12%	.	3%
O=C(c1ccc(-c2cccc([N+](=O)[O-])c2)o1)N1CCN(c2ccc([N+](=O)[O-])cc2)CC1	.	-2%	-61*	-18%	-18%	5%	3%
CCCCCn1c(=N)c(S(=O)(=O)c2ccccc2)cc2c(=O)n3ccccc3nc21	.	12%	7	.	1%	.	6%
CSC1=C(C#N)C2(CCCCC2)C(C(=O)Nc2ccccc2)=C(C)N1	.	.	-20	.	.	?	-3%
Cc1cccn2c(/C=N/OCc3ccc(F)cc3)c(-c3ccc(Cl)cc3)nc12	-1%	-10%	4	-7%	-23%	0%	-2%
NC(=O)NC(=O)C(c1ccccc1)N1CCN(S(=O)(=O)c2ccc(Br)s2)CC1 (stereo unspecified)	.	-1%	-28	18%	-21%	-3%	1%
Nc1nonc1-c1noc(N2CCOCC2)n1	-5%	-5%	-3	-16%	-8%	-1%	0%
Cc1ccc(S(=O)(=O)Nc2ccc3nc(N)sc3c2)cc1	10%	-2%	-89*	-49%	4%	-6%	-1%
Cc1ccc(/C=N/c2sc3c(c2C#N)CCC3)s1	-16%	-5%	48	-14%	-31%	4%	-12%
S=C(NC1CC1)N1CCc2ccccc2C1	0%	1%	91	-10%[2.29 µM]	-4%	0%	-7%
O=C1OC(C(=O)O)Cc2ccccc21 (stereo unspecified)	9%	-7%	31	-24%	?	-2%	1%
C/C(=N\NC(=S)Nc1c(C)cccc1C)c1ccc(OC(F)F)cc1	4%	-6%	-86*	-24%	5%	73%[activator]	-23%
Cc1ccc(CNS(=O)(=O)c2cc(C(=O)Nc3ccc(C(C)C)cc3)ccc2F)cc1	.	-1%	-5	.	4%	.	0%
COc1ccccc1NC(=O)c1cc(S(=O)(=O)N2CCCCCC2)ccc1F	-9%	-1%	-6	-10%	2%	-7%	-9%
CCOC(=O)Cc1csc(SC(C)C(=O)Nc2ccc(NC(C)=O)cc2)n1 (stereo unspecified)	-1%	-5%	1	-7%	4%	4%	1%

Reprinted at random: five entries already listed
SMILES	LmPK inhibitor	AmpC detergent	HCMV antiviral	AmpC no deterg	Sm TGR block	AMA1-RON2 inh	TbPYK inhibitor
Cc1ccc(S(=O)(=O)Nc2ccc3nc(N)sc3c2)cc1	10%	-2%	-89*	-49%	4%	-6%	-1%
Nc1nonc1-c1noc(N2CCOCC2)n1	-5%	-5%	-3	-16%	-8%	-1%	0%
S=C(NC1CC1)N1CCc2ccccc2C1	0%	1%	91	-10%[2.29 µM]	-4%	0%	-7%
COc1ccccc1NC(=O)c1cc(S(=O)(=O)N2CCCCCC2)ccc1F	-9%	-1%	-6	-10%	2%	-7%	-9%
Cc1ccc(/C=N/c2sc3c(c2C#N)CCC3)s1	-16%	-5%	48	-14%	-31%	4%	-12%

(further entries)
SMILES	LmPK inhibitor	AmpC detergent	HCMV antiviral	AmpC no deterg	Sm TGR block	AMA1-RON2 inh	TbPYK inhibitor
NC(=O)COc1ccc(-c2noc(COc3ccc(Cl)cc3)n2)cc1	.	-13%	17	.	-4%	.	2%
CC(C)CCN1CCN(CCCn2cccn2)CC1CCO (stereo unspecified)	-1%	-4%	-26	2%	4%	13%	5%
O=S(=O)(NCC(c1ccco1)N1CCN(c2ccccc2F)CC1)c1ccccc1 (stereo unspecified)	-1%	2%	-34	-21%	-2%	5%	-1%
N#C/C(=C\c1ccncc1)c1nc2ccccc2o1	-5%	-2%	178	-40%	-4%	27%	-6%
CCCCN(C(=O)Cc1ccc(S(=O)(=O)N2CCOCC2)s1)c1ccccc1	.	?	-17	88%[activator]	-2%	-17%	-5%
CCN(C(=O)c1cc2ccccc2o1)C12CC3CC(CC(C3)C1)C2	-6%	2%	.	-54%	-11%	.	.
COc1cc(NC(=O)c2nnn(CC(=O)Nc3cc(C)ccc3C)c2N)cc(OC)c1	.	5%	-70*	.	-2%	.	0%
COc1ccc(Cl)cc1S(=O)(=O)N1CCCC(C(=O)N2CCCC2)C1 (stereo unspecified)	-1%	-8%	1	84%[activator]	0%	22%	-3%
O=C(Nc1ccc(Br)cc1)c1cc2nc(-c3ccccc3)cc(-c3ccccc3)n2n1	.	8%	22	.	7%	.	-1%
O=C(Nc1cccc(S(=O)(=O)N2CCCCC2)c1)c1ccc2c(=O)n3c(nc2c1)CCCCC3	5%	-5%	-88*	38%	-3%	0%	3%
Cc1ccccc1N1CCN(C(=O)CCN2C(=O)c3ccccc3C2=O)CC1	-2%	-11%	-10	47%	10%	-5%	-16%
COc1ccc(C(=O)Nc2ccc(NC(=O)c3ccco3)cc2)cc1	5%	-10%	.	-12%	8%	0%	-9%
O=C(NCC1CCCO1)/C(=C/c1ccc(Cl)cc1)NC(=O)c1ccccc1 (stereo unspecified)	-3%	2%	-13	-25%	5%	-4%[2.32 µM]	-1%
Cc1cccc(-c2nc(Cn3c(SCc4cccc(C(F)(F)F)c4)nc4ccncc43)c(C)o2)c1	.	24%	-9	.	-19%	.	-1%
Cc1cccc(NC(=O)COc2ccc(/C=C\c3[nH]c(=O)[nH]c(=O)c3[N+](=O)[O-])cc2)c1	-3%	2%	-27	-29%	.	10%	-4%
Cc1ccc2nc(C)cc(N3CCOCC3)c2c1	-2%	-1%	9	.	0%	-2%	-8%
O=C(Nc1ccc(S(=O)(=O)Nc2ccccn2)cc1)c1cccc(Br)c1	-2%	-10%	4	54%	0%	10%	2%
CN(C)C(=S)NC1(C)CCS(=O)(=O)C1 (stereo unspecified)	0%	3%	12	-15%	10%	0%	-2%
CCOC(=O)N1CCC(NS(=O)(=O)c2ccc(NC(C)=O)c(Cl)c2)CC1	-2%	-13%	-39	-7%	3%	24%	8%
CC(O)(CS(=O)(=O)c1ccc(F)cc1)C(=O)Nc1ccc(C#N)c(C(F)(F)F)c1 (stereo unspecified)	5%	?	.	-8%	5%	.	0%
CC(Cl)C(=O)NNC(=O)CNS(=O)(=O)c1ccccc1 (stereo unspecified)	1%	-4%	33	67%[activator]	6%	10%	-6%
CCCN1CCN(CCCNC(=O)CN2C(=O)C(CC)Oc3ccccc32)CC1 (stereo unspecified)	1%	?	-2	-9%	5%	-5%	1%
COc1ccc(OC)c(S(=O)(=O)NCCCN2CCCC2=O)c1	3%	?	12	-6%	-22%	-7%	-1%
Cc1ccc(-c2nc3c(Cl)cc(C(F)(F)F)cn3c2Cc2ccccc2C(F)(F)F)cc1	.	.	5	.	.	-11%	-2%
CN(C1=C(NC(=O)c2ccccc2)C(=O)c2ccccc2C1=O)C1CCS(=O)(=O)C1 (stereo unspecified)	-8%	-12%	-99*	-40%	?	-6%	-28%
COc1ccc([C@H]2CC(=O)C=C(c3cccc(OCc4ccccc4)c3)C2)cc1	.	-4%	23	-4%	-3%	0%	-1%
COc1ccccc1NC(=O)C/C(N)=N/OCC(=O)Nc1cccc(Cl)c1	.	.	-2	2%	.	9%[11.6 µM]	-2%
Cc1ccc(NC(=O)C(NC2CCCC2)c2ccccc2)cc1Cl (stereo unspecified)	9%	7%	6	-6%	21%	-2%	-9%
CC(=O)Nc1ccc(NC(=O)c2cc(=O)c3cc(C)cc(C)c3o2)cc1	1%	-17%	-35	-2%	7%	7%	-3%
CC(C)c1ccc(NC(=O)Nc2csc3c2CCCC3)cc1	.	5%	?	.	3%	.	3%
Cc1ccc(Cl)cc1NC(=O)c1oc2ccc(S(=O)(=O)N3CCC4(CC3)OCCO4)cc2c1C	.	-1%	-13	.	-15%	.	0%
COc1cccc(NC(=O)CN(C)C(=O)C2CC(=O)N(CCc3ccc(OC)c(OC)c3)C2)c1 (stereo unspecified)	.	.	-13	.	.	8%	7%
CCc1cccc(CC)c1NC(=S)Nc1cccc(Cl)c1Cl	-5%	5%	-11	-11%	-1%	4%	4%
Fc1ccc(CSc2nnc3ccccn23)c(Cl)c1	0%	-16%	-31	-12%[11.4 µM]	-7%	-1%	-5%
C=C1c2ccc(C)cc2NC(=O)N1c1ccccc1	6%	-6%	.	-35%	?	-12%	0%
COC(=O)c1ccc(NC(=O)c2ccco2)cc1	-10%	-13%	21	-22%	?	-4%	0%

One compound at a time, as listed above. Values in the order: LmPK inhibitor | AmpC detergent | HCMV antiviral | AmpC no deterg | Sm TGR block | AMA1-RON2 inh | TbPYK inhibitor
Cc1ccc(Cl)cc1NC(=O)c1oc2ccc(S(=O)(=O)N3CCC4(CC3)OCCO4)cc2c1C across the screens: . | -1% | -13 | . | -15% | . | 0%
CCc1cccc(CC)c1NC(=S)Nc1cccc(Cl)c1Cl across the screens: -5% | 5% | -11 | -11% | -1% | 4% | 4%
